NPC1 promoter act = activators of NPC1 promoter | Huh7 NPC1 promoter luciferase reporter, 24 h | Potency, µM (titrated, usually from 9.22 µM), without a hit: top-dose activation, most hits filed as activators | 2.4% of 320,000 active;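 further: potency means the concentration at half of the fitted maximal effect; % of control where 0% means no effect; nearly all actives have a fitted effect of over 60% in size; reporter is driven by a mutant NPC1 promoter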
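Luminescence read-out of NPC1 promoter-driven luciferase in stably transfected Huh7 cells; compounds delivered in DMSO and left 24 h at 37C, 5% CO2, qHTS titration format.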
Menin-MLL TR inh = displaces Texas Red mutant MLL peptide from human menin; AID 1768; Potency, µM (doses to about 61.6 µM), without a hit: top-dose FP activity change, negative = inhibition, actives largely listed as inhibitors; O00255; 0.23% of 270,000 active; Menin + Texas Red MLL mutant peptide, fluorescence polarization; active means well fitted inhibition curve with a large enough effect in the polarisation, with a control signal flat, not every such curve was filed as active; inconclusive means small, poorly fitted or top-dose-only effect, or effect the other way, or a change in a side signal; inactive means no such curve, though single readings can be large or run the other way; the % refers to the polarisation; further: potency means the concentration at half of the fitted maximal effect; % of control where 0% means no effect; many of its hits are not listed in these tables
Target sequence (O00255 whole entry, looked up): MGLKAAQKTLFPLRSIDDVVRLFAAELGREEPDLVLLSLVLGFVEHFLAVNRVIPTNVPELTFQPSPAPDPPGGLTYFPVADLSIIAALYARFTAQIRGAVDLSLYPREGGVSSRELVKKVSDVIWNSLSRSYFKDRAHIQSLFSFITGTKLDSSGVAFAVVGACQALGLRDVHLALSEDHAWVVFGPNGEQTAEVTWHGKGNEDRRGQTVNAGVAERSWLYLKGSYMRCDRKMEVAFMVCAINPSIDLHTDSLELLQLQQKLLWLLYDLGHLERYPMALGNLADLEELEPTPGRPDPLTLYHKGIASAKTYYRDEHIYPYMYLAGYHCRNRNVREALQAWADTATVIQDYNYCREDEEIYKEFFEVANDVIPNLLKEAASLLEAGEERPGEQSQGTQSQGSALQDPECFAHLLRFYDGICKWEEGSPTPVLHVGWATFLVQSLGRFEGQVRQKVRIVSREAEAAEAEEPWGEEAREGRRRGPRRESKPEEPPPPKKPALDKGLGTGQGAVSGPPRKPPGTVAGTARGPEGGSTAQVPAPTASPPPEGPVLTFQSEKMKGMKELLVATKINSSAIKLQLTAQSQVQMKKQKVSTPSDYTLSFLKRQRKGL
Giardia killer = kills Giardia lamblia | 0.15% of 340,000 active | Giardia lamblia trophozoite viability | activity change, % at 7.66 µM, hits read low | AID 540267; in the data active means activity change below about -80%; inconclusive means between about -30% and that limit;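 further: parasites exposed to compound for two days anaerobically before the ATP read; on the % scale 0 is the no-effect control and ±100 the full control effect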
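Luminescent ATP signal served as the viability read-out, measured 15-30 min after adding ATP detection reagent to trophozoites that had been incubated with compounds for 48 hrs at 37 deg C anaerobically at 100 cells/well.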
Rab9 promoter act = activators of Rab9 promoter; Huh7 Rab9 promoter-luciferase reporter, luminescence, 24 h; 2.8% of 320,000 active; AID 485297; Potency, µM (top dose mostly 9.22 µM), without a hit: top-dose activation, negative = inhibition, hits mostly activators; further: potency means the concentration at half of the fitted maximal effect; % of control where 0% means no effect; nearly all actives have a fitted effect of over 60% in size
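Huh7 cells stably carrying Rab9 promoter–luciferase reporter, plated 1500 cells/well, compound added after 2 h and incubated 24 h at 37 °C; luciferase luminescence then read after 10 min with detection reagent.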
BRCA1 expr up = BRCA1 expression activation | AID 624202 | MCF7-BRCA1-FFLuc reporter, luminescence, 48 h; response scale: scaled: vehicle 0%, 10 µM genistein 100% | 1.1% of 380,000 active | Potency, µM (series often up to 46.1 µM), inactives show top-dose activation, usual class: activators; further: potency means the concentration at half of the fitted maximal effect; nearly all actives have a fitted effect of over 80% in size; some results filed as inactive show a strong effect at the top dose
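Quantitative HTS in MCF7 cells stably reporting BRCA1 expression via firefly luciferase. Compound treatment lasts 48 h at 37 °C in phenol-red free MEM. Activation is expressed relative to genistein at 10 microM and DMSO.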
VP16 counter = Gal4-VP16 reporter inhibition counter-screen; Drosophila S2 Gal4-VP16 UAS-luciferase, luminescence, 20 h; Potency, µM (top dose mostly 53.6 µM), for inactives: at the highest dose activity, negative = inhibition, usual class: inhibitors; 3.5% of 310,000 active; AID 2546;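 further: Gal4-VP16 expression switched on by copper sulfate through the metallothionein promoter; potency means the concentration at half of the fitted maximal effect; on the % scale 0 is the no-effect control and ±100 the full control effect; nearly all actives have a fitted effect of over 50% in size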
FLuc counter = firefly luciferase modulation, counter-screen for miR-21 project. P08659. purified FLuc, Km substrates, luminescence inhibition. Potency, µM (top dose mostly 57.5 µM), for inactives: at the highest dose activity change, negative = inhibition, usual class: inhibitors. 6.9% of 360,000 active. AID 588342;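 further: potency means the concentration at half of the fitted maximal effect; plate controls were vehicle for no effect and reference inhibitor for full effect; nearly all actives have a fitted effect of over 55% in size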
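Biochemical qHTS of compounds, final roughly 60 µM downward over six points, against 10 nM purified firefly luciferase using Km concentrations of substrates (10 uM D-luciferin, 10 uM ATP) in Tris acetate pH 7.5 buffer; luminescence output.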
p53 reactivator = re-activators of mutant p53; 0.063% of 320,000 active; H1299 p53-A138V BP100-luciferase reporter, luminescence, 24 h; Potency, µM (top dose mostly 92.2 µM), inactives show top-dose activity change, positive = activation, usual class: activators; further: potency means the concentration at half of the fitted maximal effect; % of control where 0% means no effect; nearly all actives have a fitted effect of over 45% in size
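H1299 (p53-null), stable ts p53-A138V + BP100-Luc; 1000 cells/well, Opti-MEM/10% FBS; cpd 4 pt, 1:5; 24 h, 37 deg C, 5% CO2; detection reagent 10 min RT; luminescence.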
RORgamma inh = blocks mouse ROR gamma transcriptional activity; 5.4% of 310,000 active; Drosophila S2 Gal4-RORgamma UAS-luciferase reporter, 20 h; P51450; Potency, µM (highest dose often 53.6 µM), for inactives: top-dose activity change, negative = inhibition, usual class: inhibitors; further: potency means the concentration at half of the fitted maximal effect; on the % scale 0 is the no-effect control and ±100 the full control effect; nearly all actives have a fitted effect of over 60% in size
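Schneider cells (Drosophila), stable Gal4 DBD–ROR gamma + UAS-luc; 1 hr cmpd preincubation; Cu2+ induction 700 uM final; 20 hr ambient; luminescence.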
PKM2 activator = PKM2 (human) enzyme activation. purified PKM2, Kinase-Glo ATP luminescence, activation; response scale: 0% is enzyme alone, no compound. Potency, µM (series often up to 57.5 µM), without a hit: top-dose activation, actives largely listed as activators. 0.34% of 260,000 active. AID 1631; further: potency means the concentration at half of the fitted maximal effect; on the % scale 0 is the no-effect control and ±100 the full control effect; nearly all actives have a fitted effect of over 55% in size
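Kinase-Glo luminescence reports ATP generated from ADP (0.1 mM) and PEP (0.5 mM) by purified hPK-M2 after 1 h at room temperature, pH 7.2 imidazole buffer; intermediate enzyme activity allows detecting inhibitors and activators.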
ELG1 genotox = genotoxicity induction in ELG1-luciferase HEK293T cells; AID 504466; 1.3% of 330,000 active; HEK293T ELG1-luciferase reporter, luminescence, 16 h; Potency, µM (titrated, usually from 46 µM), without a hit: at the highest dose activity change, positive = activation, actives largely listed as activators; further: potency means the concentration at half of the fitted maximal effect; % of control where 0% means no effect; nearly all actives have a fitted effect of over 60% in size
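ELG1-luciferase HEK293T cells, 2,000/well; compound pinned in; 16 hr, 37 °C, 5% CO2; ONE-Glo, 30 min RT; luminescence on CCD imager.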
* = called active by the depositor; ? = inconclusive; . = not tested or not shown; & = joins results of further samples; [ ] = remark or other dose. Unless noted, the call rests on the fitted dose curve; in most records, active means well fitted curve in the direction sought with a large enough effect; inconclusive means small, poorly fitted or top-dose-only effect, or another doubt; inactive means no such curve, though single readings can be large; an effect the other way counts as inactive or inconclusive.

SMILES | NPC1 promoter act | Menin-MLL TR inh | Giardia killer | Rab9 promoter act | BRCA1 expr up | VP16 counter | FLuc counter | p53 reactivator | RORgamma inh | PKM2 activator | ELG1 genotox
CN1C(=O)C(O)N=C(c2ccccc2)c2ccccc21 (stereo not drawn) | 1% | 4% | 7 | -4% | -21% | -8% | -3% | -2% | 0% | . | 5%
CCCC1(CCC)C(=O)NC(=NCc2ccccc2)NC1=O | -5% | 6% | -8 | -1% | . | -3% | 12% | 0% | 1% | 4% | 15%
O=C1NC(=O)C(CCc2ccncc2)(CCc2ccncc2)C(=O)N1Cc1ccccc1 | 0% | 5% | 21 | -12% | 12% | -3% | -2% | 11% | 3% | -30% | -3%
O=C1Nc2ccccc2Sc2ccccc21 | -4% | -10% | -1 | 1% | -7% | 0%[10 µM] | 0% | -5% | 26% | 9% | 0%
Cc1cccc(NP(=O)(Oc2ccccc2)Oc2ccccc2)c1C | -3% | -9% | 1 | 5% | -32% | 4% | 0% | -4% | 11% | -2% | -23%
O=C(CCn1c(=O)oc2ccccc21)N1CCC2(CC1)OCCO2 | 9% | 2% | 1 | 3% | 7% | 5% | -9% | 9% | 2% | -6% | -1%
COc1ccc(Cn2c(O)c(/C=N/NC(=O)c3ccncc3)c(=O)[nH]c2=O)cc1 | -2% | . | 21 | 0% | 0% | -10% | -11% | -2% | -2% | -6% | 0%
CCC(=O)Oc1ccc(C(=O)Nc2cccc(C(=O)c3ccccc3)c2)cc1 | 3% | ? | -3 | 2% | 2% | -21% | 17µM* | 6% | -22% | -18% | -9%
C/C=C1/C[C@@H](C)[C@](O)(CO)C(=O)OCC2=CCN3CC[C@@H](OC1=O)[C@@H]23 | -2% | . | 14 | 10% | 1% | . | 0% | -3% | . | . | 11%
O=C(Cc1ccccc1)NC(Oc1ccccc1Cl)C(Cl)(Cl)Cl (stereo not drawn) | -2% | 5% | 10 | -2% | -4% | -2% | 5% | 0% | -1% | -2% | -1%
CCC(C)(C)n1nnnc1CN1CCC(n2c(C)nc3cc(C(F)(F)F)ccc32)CC1 | 0% | -6% | -5 | -3% | -2% | 3% | 1% | -7% | -7% | -9% | -1%
COc1ccc(C(c2ccc(OC)cc2)C(Cl)(Cl)Cl)cc1 | 1% | 7% | 9 | -2% | 3% | 22%&5%&8% | -9% | 16% | 29%&43%&41% | . | 2%
CC(C(N)=O)N1CC(c2ccc(Cl)cc2)CC1=O (stereo not drawn) | 7% | -1% | 5 | -4% | -13% | -1% | -3% | -1% | 0% | 1% | 0%
CS(=O)(=O)Nc1ccc(Cc2noc(-c3ccc4[nH]cc(CCN)c4c3)n2)cc1 | 0% | -2% | . | -1% | . | -5%&4% | -2% | . | 3%&10% | -5% | .
Nc1ccccc1N=Cc1c(O)n(CCC2=CCCCC2)c(=O)[nH]c1=O | 1% | 6% | 12 | 0% | 1% | 8% | 12% | ? | 55% | 3% | ?
CSc1ncc(Cl)c(C(=O)O)n1 (tested in a mixture with another compound) | 2% | . | 8 | -1% | -2% | 0% | 0% | 0% | 0% | -9% | 0%
COC(=O)c1cn(CCOc2ccccc2)c2ccccc12 | 22% | 28% | -12 | 2% | . | 4% | ? | ? | 35% | 4% | 21µM*
N/C(=N\[N+](=O)[O-])N/N=C/c1ccc(O)cc1 | -2% | . | -7 | 5% | 6% | -4% | ? | -1% | -11% | -5% | 3%
CC(=O)Nc1ccccc1OC(=O)N(C)C | 2% | 11% | -11 | -6% | 3% | -2% | 3% | -10% | -3% | 0% | 1%
C=CCSc1nnc(NC(=O)c2ccc(Cl)nc2)s1 | 26% | . | 1 | ? | 72% | 0% | ? | 22% | 3% | 2% | ?
CS(=O)(=O)c1ccc(C(=O)N2CCC(C(=O)O)(c3ccccc3)CC2)cc1 | -27% | 0% | -20 | -1% | -1% | -2% | 1% | 2% | -8% | 2% | -8%
Cc1cccc(NC(=O)CSc2nnc([C@@H](N)Cc3c[nH]c4ccccc34)o2)c1C | -2% | 13% | -3 | -8% | 2% | -2% | -20% | -1% | 23% | 1% | 2%
CCC(=NCc1cccnc1)c1c(O)n(-c2ccc(C)cc2)c(=O)[nH]c1=O | 0% | . | -16 | 1% | -6% | 2% | -1% | -2% | 8% | 1% | 0%
COc1ccc(C)cc1NC1=NC(C)(C)CS1 | 1% | 1% | 5 | -2% | 3% | 4% | -2% | -4% | -32% | 0% | -1%
CN(C)C(=O)Oc1ccc2c(=O)c(Oc3ccccc3Br)coc2c1 | 9% | ? | 9 | 16% | 59% | -11% | ? | 0% | -2% | . | 4%
CC1CCC/C=C/C2CC(O)CC2C(O)/C=C/C(=O)O1 (stereo not drawn) | -41%[inhibitor] | -10% | -10 | -49%[inhibitor] | . | -11% | -2% | 4% | 0% | -18% | -3%
COC(=O)C1CN(C#N)N(c2ccc(Cl)cc2)C12c1ccccc1-c1ccccc12 (stereo not drawn) | -43%[inhibitor] | 5% | -7 | -40%[inhibitor] | -90% | 0.79µM* | -14% | -29% | 0.56µM* | -7% | -9%
CN1CCN(S(=O)(=O)c2ccc(Cl)nc2)CC1 | 1% | -5% | 2 | 0% | 0% | -10% | 2% | 0% | -12% | -3% | -2%
CCOP(=O)(C#CC(C)(C)C)C(O)(c1ccccc1)C(F)(F)F (stereo not drawn) | -1% | -21% | 0 | -1% | 9% | 16% | 1% | 1% | -3% | -10% | -2%
CCCCn1nc(C)c(C(=O)O)c1Cl | 3% | . | 12 | -6% | 3% | -5% | -1% | 1% | -4% | 1% | -1%
CN1CC(C(=O)c2ccc(F)cc2)C(c2ccc(F)cc2)C1 (stereo not drawn) | 0% | 5% | 14 | -3% | 3% | -15% | -18% | -2% | -2% | . | -2%
O=C1CC(=O)N(c2cccc(F)c2)C(=O)N1 | -1% | 26% | 10 | 9% | -6% | 3% | 0% | ? | -6% | 4% | 5%
COC(=O)C1=C(c2cccc(OCc3ccccc3)c2)C[C@@H]2CC[C@H]1N2C(=O)NCc1cccc(F)c1 | -7% | . | 1 | -3% | -25% | . | 0% | -4% | . | . | -5%
CCCCn1c(O)c(C(CC)=Nc2ccc(OCC)cc2)c(=O)[nH]c1=O | 0% | -16% | -2 | 0% | -55% | 4% | 4% | 1% | 36% | 4% | -16%
CC(C)Cc1nc(N2CCNCC2)c(C#N)c2c1CCC2 | 4% | . | -11 | -1% | 4% | 0% | 1% | 0% | -25% | -9% | -3%
Cc1ccc(S(=O)(=O)CC(=O)c2cc(C)c(OC(=O)N(C)C)c(C)c2)cc1 | 2% | -8% | -1 | -4% | 24% | -10% | -12% | -2% | 21% | 3% | 3%
COc1cccc(OC)c1C1=NCC(=O)Nc2c1oc1ccc(Br)cc21 | -13% | -8% | 9 | -23% | -62% | 7% | -2% | 2% | 43% | 0% | 10%
CSc1nc(N)c(N=Nc2ccc([As](=O)(O)O)cc2)c(=O)[nH]1 | -4% | ? | -9 | -2% | -12% | -6% | ? | -7% | -27% | -5% | 3%
CN(C)C(=O)Oc1ccc(OC(=O)N(C)C)cc1 | -5% | -10% | -17 | ? | -1% | 2% | 3% | -2% | 28% | -1% | 2%

Full records, looked up by structure:
CN(C)C(=O)Oc1ccc(OC(=O)N(C)C)cc1 is listed with NPC1 promoter act = -5%; Menin-MLL TR inh = -10%; Giardia killer = -17; Rab9 promoter act = ?; BRCA1 expr up = -1%; VP16 counter = 2%; FLuc counter = 3%; p53 reactivator = -2%; RORgamma inh = 28%; PKM2 activator = -1%; ELG1 genotox = 2%
CN1CC(C(=O)c2ccc(F)cc2)C(c2ccc(F)cc2)C1 (stereo not drawn) is listed with NPC1 promoter act = 0%; Menin-MLL TR inh = 5%; Giardia killer = 14; Rab9 promoter act = -3%; BRCA1 expr up = 3%; VP16 counter = -15%; FLuc counter = -18%; p53 reactivator = -2%; RORgamma inh = -2%; PKM2 activator = .; ELG1 genotox = -2%
COC(=O)C1=C(c2cccc(OCc3ccccc3)c2)C[C@@H]2CC[C@H]1N2C(=O)NCc1cccc(F)c1 is listed with NPC1 promoter act = -7%; Menin-MLL TR inh = .; Giardia killer = 1; Rab9 promoter act = -3%; BRCA1 expr up = -25%; VP16 counter = .; FLuc counter = 0%; p53 reactivator = -4%; RORgamma inh = .; PKM2 activator = .; ELG1 genotox = -5%

Compound activity deposited in PubChem BioAssay by National Center for Advancing Translational Sciences (NCATS).

This is a subset; the hit share may differ from the screen's.
